Compound activity from PubChem BioAssay.
MEKK2mut PB1 HTS: signal of MEK5 binding to mutant human MEKK2 PB1 domain; percent response, % at 10 µM; bead flow cytometry, Alexa488-MEK5 binding to MEKK2 mutant; 290,000 compounds, 0.35% hits; in the data active = percent response above about 24%, passing the limit was not always enough; also: inactives centre near 1; some results filed as inactive read as strong as hits; reference of the scale not given here
UBC9 SUMO inh: SUMOylation inhibition; HTRF SUMOylation assay, SAE1/SAE2 + UBC9, in vitro; inhibition, % at 35 µM; 290,000 compounds, 0.36% hits; AID 2006; in the data active = inhibition above about 50%, passing the limit was not always enough; also: strong numbers were not always called active
Target sequence (P63279 whole entry, looked up): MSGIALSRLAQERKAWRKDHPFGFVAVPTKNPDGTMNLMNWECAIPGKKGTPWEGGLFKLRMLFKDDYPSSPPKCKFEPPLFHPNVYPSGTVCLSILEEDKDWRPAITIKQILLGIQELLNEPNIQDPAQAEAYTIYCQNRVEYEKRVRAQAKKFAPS
NALP1 yeast inh: inhibitors of NALP1 inflammasome in yeast | S. cerevisiae NALP1/ASC/caspase-1 growth, X-gal OD620, 72 h | inhibition, % at 10 µM | 280,000 compounds, 0.61% hits; in the data active = inhibition mostly above about 24%, no sharp cut-off; inactive = mostly below about 32%; also: some compounds called inactive have numbers as strong as hits
pCIP destab: p/CIP protein destabilization. F442A p/CIP-EGFP cells, EGFP fluorescence, 16 h. 290,000 compounds, 0.01% hits. decrease of EGFP signal, % at 10 µM. Q05BA5. AID 1984;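 active = EGFP signal decrease of at least 30% at 10 µM or well 3 SD below plate mean, unless failing retest; inactive = the rest, including hits failing retest or dose response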; also: some compounds called inactive have numbers as strong as hits; many of its hits are not listed in these tables
IDE cell activ: IDE (human) activation, cell-based; P14735; HEK cells, FAbeta-B cleavage, fluorescence polarization; 0% vehicle, 100% cell-free pure enzyme wells; activation, % at 5.96 µM; 340,000 compounds, 0.073% hits;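 active = activation above the mean of all tested compounds plus 3 SD, set per screening campaign, cut at about 17% in these data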
PfM18AAP inh: blocks P. falciparum M18 aspartyl aminopeptidase. recombinant PfM18AAP, H-Glu-NHMec fluorogenic cleavage. inhibition, % at 7.35 µM. 290,000 compounds, 1.2% hits. AID 1822;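 active = inhibition above the campaign mean inhibition over all tested compounds plus 3 SD, cut at about 28% in these data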;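 also: 0% = plate median of test compound wells and 100% = 2 mM ZnCl2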
MEKK3 PB1 HTS: raises or lowers MEK5 binding to the human MEKK3 PB1 domain; 290,000 compounds, 1.4% hits; binding response (% of control), % at 10 µM; bead-based flow cytometry, Alexa488-MEK5 binding to MEKK3; actives lie on both sides; 0 = blocked by unlabeled MEK5, 100 = vehicle; AID 1529; Q99759;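 active = binding response more than 3 SD above or below the average of its plate-row segment, actives on both sides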;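 also: Alexa488 bead fluorescence after subtracting the streptavidin-only scavenger bead signal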
Target sequence (Q99759 whole entry, looked up, the tested form may be a part): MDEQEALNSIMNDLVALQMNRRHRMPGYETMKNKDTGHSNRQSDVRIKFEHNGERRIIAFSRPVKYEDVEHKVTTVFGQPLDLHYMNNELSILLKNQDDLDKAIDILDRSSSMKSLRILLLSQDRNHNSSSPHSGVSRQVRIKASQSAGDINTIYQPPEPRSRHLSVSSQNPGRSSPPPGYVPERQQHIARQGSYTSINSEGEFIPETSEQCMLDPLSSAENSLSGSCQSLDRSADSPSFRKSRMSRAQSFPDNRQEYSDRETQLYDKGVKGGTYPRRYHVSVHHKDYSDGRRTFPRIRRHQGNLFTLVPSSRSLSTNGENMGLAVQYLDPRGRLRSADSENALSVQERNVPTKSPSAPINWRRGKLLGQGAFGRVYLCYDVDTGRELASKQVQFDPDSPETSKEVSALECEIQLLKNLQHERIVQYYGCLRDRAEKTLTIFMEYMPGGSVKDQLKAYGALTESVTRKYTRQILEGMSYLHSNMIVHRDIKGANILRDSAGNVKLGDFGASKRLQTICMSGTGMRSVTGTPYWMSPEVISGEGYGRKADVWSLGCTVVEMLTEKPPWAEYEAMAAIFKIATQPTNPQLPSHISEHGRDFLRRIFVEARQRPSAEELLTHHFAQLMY
IDE inh: cellular human IDE inhibition | P14735 | HEK cells, FAbetaB cleavage, fluorescence polarization | inhibition, % at 5.59 µM | 320,000 compounds, 0.41% hits | AID 434962;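 active = percent inhibition above the average of all tested compounds plus 3 SD, set per screening campaign, cut at about 16% in these data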;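 also: IDE supplied by intact live HEK cells; FP after avidin binding of uncleaved biotin substrate so inhibition keeps polarization high; 0% = DMSO wells and 100% = 60 µM reference IDE inhibitor Ii1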
MEKK2 WT-MEK5: raises or lowers MEK5 binding to wildtype human MEKK2 PB1 domain; Q9Y2U5; bead flow cytometry, Alexa488-MEK5 binding to MEKK2 WT; actives lie on both sides; binding response (% of control), % at 10 µM; 290,000 compounds, 1.1% hits; AID 1531; in the data active = binding response below about 67% or above about 130%
An asterisk follows results filed as active; . = no result given; [ ] = remark or other dose.

SMILES	MEKK2mut PB1 HTS	UBC9 SUMO inh	NALP1 yeast inh	pCIP destab	IDE cell activ	PfM18AAP inh	MEKK3 PB1 HTS	IDE inh	MEKK2 WT-MEK5
O=C(CSc1ccc(-c2ccccn2)nn1)NCc1ccc(Cl)cc1	-1	-3	18	-2	5	8	121	-3	109
NC(=O)c1cc2cc(Cl)ccc2oc1=Nc1cccc(C(F)(F)F)c1	-4	-20	31	5	1	2	112	1	101
Cc1cccc(NC(=S)NC(NC(=O)c2ccco2)C(Cl)(Cl)Cl)c1 (stereo not drawn)	4	28	-20	-6	-4	3	103	3	101
CCCCCn1c(=O)c(F)cn(Cc2ccc(OC)c([N+](=O)[O-])c2)c1=O	-6	19	-15	-12	-2	-2	100	2	99
Fc1ccccc1C1CCN(Cc2nc(COc3ccccc3)no2)C1 (stereo not drawn)	1	-8	0	1	-3	-4	100	-3	104
Cn1c(=O)c2sccc2n2c(CCCC(=O)NCc3ccc(F)cc3)nnc12	-6	6	12	-5	-2	-16	100	1	97
C/C=C(\C)CN1CCC(n2nccc2NC(=O)c2ccc3c(c2)OCO3)CC1	6	26	-1	-9	9	-6	104	-3	108
COc1ccc(-c2nnc(SCC(=O)Nc3cc(C)on3)n2C)cc1OC	-3	-2	31	-9	11	1	92	-4	93
CCOC(=O)c1c(C(C)(C)C)oc2ccc(OCC#N)cc12	9	-26	-10	-1	-1	2	106	5	105
O=C1NC2=C(CCc3ccccc32)C(c2ccc(Br)cc2)N1 (stereo not drawn)	-6	19	10	3	-3	-4	63	4	67
Clc1ccc(C2NCCc3sccc32)cc1 (stereo not drawn)	-4	5	19	0	0	-3	105	1	100
N=c1ncn(CC(O)CO)c2nc(N3CCOCC3)[nH]c12 (stereo not drawn)	1	-7	-14	0	0	6	98	-1	103

4 of the entries above in order of the pCIP destab value, rising:
SMILES	MEKK2mut PB1 HTS	UBC9 SUMO inh	NALP1 yeast inh	pCIP destab	IDE cell activ	PfM18AAP inh	MEKK3 PB1 HTS	IDE inh	MEKK2 WT-MEK5
CCOC(=O)c1c(C(C)(C)C)oc2ccc(OCC#N)cc12	9	-26	-10	-1	-1	2	106	5	105
N=c1ncn(CC(O)CO)c2nc(N3CCOCC3)[nH]c12 (stereo not drawn)	1	-7	-14	0	0	6	98	-1	103
Fc1ccccc1C1CCN(Cc2nc(COc3ccccc3)no2)C1 (stereo not drawn)	1	-8	0	1	-3	-4	100	-3	104
O=C1NC2=C(CCc3ccccc32)C(c2ccc(Br)cc2)N1 (stereo not drawn)	-6	19	10	3	-3	-4	63	4	67

The main list resumes; the 2 compounds before the break are reprinted first.
SMILES	MEKK2mut PB1 HTS	UBC9 SUMO inh	NALP1 yeast inh	pCIP destab	IDE cell activ	PfM18AAP inh	MEKK3 PB1 HTS	IDE inh	MEKK2 WT-MEK5
Clc1ccc(C2NCCc3sccc32)cc1 (stereo not drawn)	-4	5	19	0	0	-3	105	1	100
N=c1ncn(CC(O)CO)c2nc(N3CCOCC3)[nH]c12 (stereo not drawn)	1	-7	-14	0	0	6	98	-1	103
CCC(C)[C@H](NC(=O)NCCCN1CCOCC1)C(=O)OC (stereo partly drawn)	1	4	6	-1	-2	2	101	-2	98
O=C(N/N=C/c1ccsc1)c1cc(-c2ccncc2)nc2ccccc12	-2	-12	27	4	0	7	97	3	95
O=C(NO)c1ccccc1O	3	-3	11	0	5	7	86	3	96
Cc1ccc(C(=O)N/C(=C\c2cccs2)C(=O)N2CCOCC2)cc1C	7	3	12	-2	3	-5	102	-1	106
Nc1nncn1C(=O)c1cc(Br)ccc1Cl	-2	0	-15	-4	0	46*	99	-3	93
Cc1ccc(C(C(=O)NC2CCCCC2)N2CCC3(CC2)OCCO3)cc1 (stereo not drawn)	3	-2	5	-10	-4	-3	110	1	109
COC(=O)c1ccc(COc2ccccc2OC)o1	0	-15	8	2	-1	-3	96	0	101
N/C(=N\OC(=O)c1cc([N+](=O)[O-])ccc1Cl)c1ccccn1	2	7	-19	-10	-2	-2	100	-4	103
COc1ccc(CCNC(=O)C(=O)NN=C2CCCCCCC2)cc1OC	-8	11	-2	-2	3	1	94	-4	98
Cc1cccc2c1N1C(=O)c3c(C(=O)O)cccc3C1CC2C (stereo not drawn)	2	26	16	-4	1	2	108	2	108
CCOC(=O)Cn1nc(-c2ccc(C)cc2)ccc1=O	4	9	0	4	7	2	101	0	103
CCN(CCn1cccn1)C(=O)CCc1nnc(C2(c3ccc(Cl)cc3)CCC2)o1	-7	3	4	-8	-2	-4	99	2	95
Cc1ccc2occ(/C=N/NC(=O)c3ccccc3Br)c(=O)c2c1	-4	16	19	-14	4	12	100	4	93
COc1ccccc1N(CC(=O)NC1CCCCC1)S(C)(=O)=O	4	23	13	-17	0	1	104	3	101
O=C(Nc1nc(-c2ccc(F)cc2)cs1)c1cccc(N2C(=O)CCC2=O)c1	5	8	-5	-2	-7	4	97	3	102
CC(C)OC(=O)NCCOC(=O)Nc1cccc(Cl)c1	6	20	25	-4	2	4	100	5	112
COCCSc1nnc(NC(=O)CCS(=O)(=O)c2ccccc2)s1	1	8	-4	-6	0	-3	100	0	106
CCn1c(C)nnc1SCC(=O)Nc1ccccc1Cl	5	7	-5	2	6	6	107	3	103
CCc1nnc(NC(=O)CCC(=O)NCc2ccc(C)cc2)s1	-2	4	25	-42	5	-15	99	1	95
COc1ccc(OC)c(S(=O)(=O)N2CCN(C(=O)c3ccco3)CC2)c1	-1	-5	6	2	4	-4	101	-2	101
COC(=O)CN(c1ccccc1[N+](=O)[O-])S(=O)(=O)c1ccccc1	-10	-1	6	10	3	-10	101	4	95
COc1ccc(-c2c(C(C)=O)c(C)nc3sc4c(=N)n(N)cnc4c23)cc1	-5	8	4	-18	-4	17	93	11	96
O=C(c1ccc(S(=O)(=O)N2CCCC2)cc1)N1CCN(c2ccccc2F)CC1	8	15	14	-2	2	-4	103	1	107
CCCCc1ccc(NC(=O)NCc2cccnc2)cc1	8	-4	-3	-1	-1	-7	100	4	105
CSc1ccc(CN(C)CC(=O)NC(=O)NC(C)(C)C)cc1	5	13	23	-30	1	3	107	7	113
Cc1nn(Cc2ccc(C(=O)Nc3ccc(C(=O)OC(C)C)cc3)o2)c(C)c1Cl	0	2	8	-4	2	-16	102	0	104
Cc1cc(NC(=O)c2ccc(Br)c(S(=O)(=O)N3CCCC3)c2)no1	-1	10	24	-11	8	-6	99	-6	103
O=C(/C=C/c1ccc(-c2ccccc2)cc1)NCc1cccnc1	2	-3	23	2	-7	2	103	7	106
CCC(=O)Nc1cccc(C2=NOC3(C2)C[C@H](C(N)=O)N(C(=O)CC#N)C3)c1 (stereo partly drawn)	-2	21	.	-13	-5	.	78*[inhibitor]	-4	95
COc1ccc(CNC(=O)CN2C(=O)COc3ccc(S(=O)(=O)NC4CCCC4)cc32)cc1	0	20	24	7	4	-8	100	-5	100
CCOc1cc(N2CCOCC2)c(OCC)cc1NC(=O)CSc1cccc[n+]1[O-]	0	4	.	0	3	7	99	-1	102
Cc1ccc(C(=O)NCCNC(=O)COc2ccc(Cl)cc2)cn1	1	0	-6	-6	3	3	98	-6	99
CCCc1cc(NCCCCO)n2c(nc3ccccc32)c1C#N	0	39	7	1	2	3	105	1	102
CCO[C@H]1OC(C(=O)NCc2nc3ccccc3[nH]2)=C[C@@H](c2ccc(C(F)(F)F)cc2)[C@@H]1CCCO	-1	-14	-5	-4	-2	-3	97	5	99
CCOc1cc(/C=N/NC(=O)c2ccncc2)ccc1OC(=O)c1ccc([N+](=O)[O-])cc1	4	7	0	1	5	2	101	4	107
COc1cc(C(=O)Nc2ccc3c(c2)OCO3)ccc1OCc1c(C)noc1C	-4	12	-1	9	5	-9	99	1	96

Among those listed so far, 5 contain a thiophene ring, fused or not.
SMILES	MEKK2mut PB1 HTS	UBC9 SUMO inh	NALP1 yeast inh	pCIP destab	IDE cell activ	PfM18AAP inh	MEKK3 PB1 HTS	IDE inh	MEKK2 WT-MEK5
Cn1c(=O)c2sccc2n2c(CCCC(=O)NCc3ccc(F)cc3)nnc12	-6	6	12	-5	-2	-16	100	1	97
Clc1ccc(C2NCCc3sccc32)cc1 (stereo not drawn)	-4	5	19	0	0	-3	105	1	100
O=C(N/N=C/c1ccsc1)c1cc(-c2ccncc2)nc2ccccc12	-2	-12	27	4	0	7	97	3	95
Cc1ccc(C(=O)N/C(=C\c2cccs2)C(=O)N2CCOCC2)cc1C	7	3	12	-2	3	-5	102	-1	106
COc1ccc(-c2c(C(C)=O)c(C)nc3sc4c(=N)n(N)cnc4c23)cc1	-5	8	4	-18	-4	17	93	11	96

Next part:
SMILES	MEKK2mut PB1 HTS	UBC9 SUMO inh	NALP1 yeast inh	pCIP destab	IDE cell activ	PfM18AAP inh	MEKK3 PB1 HTS	IDE inh	MEKK2 WT-MEK5
Cc1cccc(NC(=O)c2ccc(F)c(S(=O)(=O)N3CCC4(CC3)OCCO4)c2)c1	2	-2	-2	-10	1	7	96	-3	98
O=C1C2CC(O)CN2C(=O)N1c1ccccc1 (stereo not drawn)	1	-1	-11	-8	-13	3	102	6	103
C=CCn1c(NCc2ccco2)nc2ccccc21	0	0	9	-3	-4	-1	95	.	99
O=C(NCCCn1ccnc1)c1cc(S(=O)(=O)N2CCOCC2)c(Cl)cc1Cl	5	18	16	-4	6	1	106	-4	119
Cc1cc(C(=O)N/N=C/c2cn[nH]c2-c2ccccc2)cs1	-1	-13	29	-5	-4	1	97	0	95
COc1ccccc1Nc1nc(-c2cccc(N3C(=O)c4ccccc4C3=O)c2)cs1	-4	-7	26	6	2	4	91	-3	95
CC(=O)NC(c1ccccc1)c1c(O)ccc2ccccc12 (stereo not drawn)	-5	0	-6	-5	1	25	102	4	101

Single entries from the results shown.
COc1cc(C(=O)Nc2ccc3c(c2)OCO3)ccc1OCc1c(C)noc1C | PfM18AAP inh: -9
CC(=O)NC(c1ccccc1)c1c(O)ccc2ccccc12 (stereo not drawn) | PfM18AAP inh: 25

Only part of the results is shown, so the mix of outcomes need not match the whole.
